Screening data: PubChem BioAssay, National Center for Advancing Translational Sciences (NCATS)
uPA generation – blocks generation of uPA at the cell surface; cell surface uPA generation assay, qHTS; Potency, µM (top dose mostly 38.3 µM), for inactives: at the top dose activity change, negative = inhibition, hits mostly inhibitors; 330,000 tested, 0.31% active; AID 540303; active = well fitted inhibition curve with a large enough effect; inconclusive = small, poorly fitted or top-dose-only effect; inactive = no such curve, though single readings can be large or run the other way; tested in mouse RAW 264.7 cells; note: potency is the fitted concentration of half-maximal effect; % is set by controls: 0 for no effect and ±100 for the full control effect; nearly all actives have a fitted effect of over 55% in size
USP2a inh – blocks human ubiquitin-specific protease USP2a; O75604; USP2 core, Ub-CHOP2 coupled fluorogenic reporter, 485/531; Potency, µM (titrated, usually from 38.3 µM), inactives show at the highest dose activity change, negative = inhibition, usual class: inhibitors; 330,000 tested, 0.01% active; AID 463254;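 note: potency is the fitted concentration of half-maximal effect; plate controls were DMSO wells for no effect and full inhibition by NEM control for full effect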
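USP2 core (10nM final) preincubated 30min RT with compound in 20mM Tris-HCl pH 8.0, 2mM CaCl2, 2mM beta-mercaptoethanol, 0.05% CHAPS; 25nM Ub-CHOP2 plus 25nM reporter substrate added, fluorescence (Ex485/Em531) read after 60min.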
TSG101-PTAP inh – blocks PTAP/TSG101 interaction to inhibit HIV-1 budding; Q99816; Fluorescence polarization, FITC-PTAP peptide / Tsg101 binding; Potency, µM (doses to about 115 µM), inactives show at the highest dose activity change, negative = inhibition, most hits filed as inhibitors; 340,000 tested, under 10 active; AID 493005; active = well fitted inhibition curve with a large enough effect in the main read-out, with a control signal flat, not every such curve was filed as active; inconclusive = small, poorly fitted or top-dose-only effect, or effect the other way, or a change in a side signal; inactive = no such curve, though single readings can be large or run the other way; note: potency is the fitted concentration of half-maximal effect; % of control where 0% means no effect
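Tsg101 binding domain (10 uM final) was mixed with compound and a FITC-labeled PTAP peptide (50 nM final) in HEPES pH 7.5 buffer with NaCl, Tween 20, EDTA and TCEP; fluorescence polarization was read after 20 min at r.t.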
Tb PFK inh – blocks T. brucei phosphofructokinase. AID 485367. O15648. 330,000 tested, 0.17% active. T. brucei PFK, ADP-Glo luminescence. Potency, µM (series often up to 57.5 µM), for inactives: at the top dose activity, negative = inhibition, usual class: inhibitors;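 note: potency is the fitted concentration of half-maximal effect; 0% = uninhibited 1x PFK enzyme wells and -100% = no-enzyme wells; nearly all actives have a fitted effect of over 60% in size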
Target sequence (O15648 whole entry, looked up): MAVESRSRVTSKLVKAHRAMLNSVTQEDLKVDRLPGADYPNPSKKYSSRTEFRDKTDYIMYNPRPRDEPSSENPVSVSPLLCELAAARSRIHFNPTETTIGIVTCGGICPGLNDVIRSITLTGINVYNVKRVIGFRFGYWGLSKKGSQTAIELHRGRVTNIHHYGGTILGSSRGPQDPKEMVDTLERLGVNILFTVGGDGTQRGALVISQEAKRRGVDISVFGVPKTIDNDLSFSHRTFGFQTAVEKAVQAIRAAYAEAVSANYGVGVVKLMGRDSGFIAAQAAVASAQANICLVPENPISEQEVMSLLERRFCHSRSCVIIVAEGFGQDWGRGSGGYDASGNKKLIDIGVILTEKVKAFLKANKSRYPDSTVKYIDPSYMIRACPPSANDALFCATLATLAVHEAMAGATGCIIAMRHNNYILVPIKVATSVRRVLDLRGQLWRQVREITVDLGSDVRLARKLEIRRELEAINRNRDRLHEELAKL
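In TEA buffer at pH 8.0 with 5 mM MgCl2, enzyme (1.25 nM) converted F6P (0.5 mM) and ATP (0.1 mM) for 45 min at room temperature. ADP product was read by luciferase luminescence.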
TCR act – activates T cell receptor signaling; 330,000 tested, under 10 active; Potency, µM (highest dose often 9.22 µM), inactives show top-dose activation of IL-2 secretion, actives largely listed as activators; primary human leukocytes, anti-CD3, IL-2 HTRF, 48 h; note: % of control where 0% means no effect
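Primary human leukocytes receive a-CD3 beads and test compound and are incubated 48 hr. Secreted IL-2 is then assayed by HTRF, measuring 665nm acceptor emission after 320nm excitation of the europium donor.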
Mito fusion act – blocks mitochondrial division or promotes mitochondrial fusion; S. cerevisiae fusion-defective mutant growth rescue, CellTiterGlo 48 h; Potency, µM (titrated, usually from 46.1 µM), without a hit: top-dose growth rescue (activation), hits mostly activators; 320,000 tested, 0.23% active;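 note: potency is the fitted concentration of half-maximal effect; % of control where 0% means no effect; nearly all actives have a fitted effect of over 45% in size; temperature-sensitive fusion mutants such as fzo1-1 at 37 °C on non-fermentable ethanol glycerol medium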
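Yeast fusion mutant, YPEG (non-fermentable carbon), compound, 48 h at 37C non-permissive; CellTiterGlo added, 10 min RT, luminescence read. Rescued growth = division inhibition.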
TSHR antag – antagonists of human thyroid stimulating hormone receptor. activity change, negative = inhibition, % at 11.5 µM. P16473. TSHR-expressing cells, TSH-stimulated cAMP HTRF, 2 h; active compounds read low. AID 504810. 330,000 tested, 0.2% active;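 active = activity change below a set negative limit, meaning inhibition stronger than a set level, cut at about -70% in these data; inconclusive = activity change between two set negative limits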; note: % is set by controls: 0 for no effect and ±100 for the full control effect
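TSHR-expressing cells were treated with compounds, then stimulated with TSH at EC80 (4nM final) for 2 hours at 37 deg C. Cellular cAMP was measured by HTRF competition between lysate cAMP and cAMP-d2 for a cryptate-labelled anti-cAMP antibody.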
Eya2 inh – blocks the phosphatase activity of human Eya2 | 330,000 tested, 0.006% active | O00167 | recombinant Eya2, OMFP fluorescence dephosphorylation (OMFP is methylfluorescein phosphate) | Potency, µM (series often up to 76.9 µM), inactives show at the top dose activity, negative = inhibition, usual class: inhibitors; note: potency is the fitted concentration of half-maximal effect; % is set by controls: 0 for no effect and ±100 for the full control effect
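Eya2 protein (added as 0.2 uM solution) was preincubated with compound for 10 min at ambient temperature in 50 mM HEPES pH 7.5, 50 mM NaCl, 5 uM MgCl2, 0.05% BSA, 1 mM DTT. OMFP (added at 50 uM) then reacted 10 min; fluorescence read at 485/525 nm.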
ELG1 DNA repair – ELG1-dependent DNA repair inhibition. HEK293T ELG1-luciferase reporter, luminescence, 16 h; DNA damage induced by 5-fluorouridine. Potency, µM (series often up to 46.1 µM), without a hit: top-dose activity change, negative = inhibition, actives largely listed as inhibitors. 330,000 tested, 2.3% active; note: potency is the fitted concentration of half-maximal effect; % is set by controls: 0 for no effect and ±100 for the full control effect; nearly all actives have a fitted effect of over 55% in size
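Step one: seed 2,000 cells per well. Step two: pin-transfer compound or DMSO alongside 5-fluorouridine. Step three: incubate 16 hr, 37 °C, 5% CO2. Step four: add ONE-Glo, wait 30 min, read luminescence.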
Chronic BCR inh – chronic active BCR signaling inhibition. ABC-DLBCL IkBa-CBG/CBR reporter, luminescence ratio, 4 h. Potency, µM (titrated, usually from 46.1 µM), for inactives: at the top dose ratio change, negative = lower green/red ratio, usual class: inhibitors. 340,000 tested, 0.05% active; active = well fitted inhibition curve with a large enough effect in the signal ratio, with a control signal flat, not every such curve was filed as active; inconclusive = small, poorly fitted or top-dose-only effect, or effect the other way, or a change in a side signal; the % refers to the signal ratio;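 note: potency is the fitted concentration of half-maximal effect; plate controls were basal doxycycline-induced cells for no effect and cells given 10 µM MG132 for full effect; MG132 reads +100%, hits lower the ratio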
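Concentration-response series (up to 46 uM) were applied to TMD8 dual-reporter cells for 4 h at 37C with doxycycline. Green/red ratio, after filter-overlap correction, defined %Activity; red signal alone was normalised to basal cells and zero luminescence.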
B2AR arrestin – beta2AR (human) beta-arrestin recruitment activity. 330,000 tested, 0.02% active. beta-arrestin recruitment to beta2AR, cell-based reporter. AID 492947. P07550. Potency, µM (titrated, usually from 46.1 µM), for the others: top-dose activation, most hits filed as activators;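 note: potency is the fitted concentration of half-maximal effect; 0% = DMSO controls and full agonism = EC100 isoproterenol or metaproterenol; nearly all actives have a fitted effect of over 65% in size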
Target sequence (P07550 whole entry, looked up): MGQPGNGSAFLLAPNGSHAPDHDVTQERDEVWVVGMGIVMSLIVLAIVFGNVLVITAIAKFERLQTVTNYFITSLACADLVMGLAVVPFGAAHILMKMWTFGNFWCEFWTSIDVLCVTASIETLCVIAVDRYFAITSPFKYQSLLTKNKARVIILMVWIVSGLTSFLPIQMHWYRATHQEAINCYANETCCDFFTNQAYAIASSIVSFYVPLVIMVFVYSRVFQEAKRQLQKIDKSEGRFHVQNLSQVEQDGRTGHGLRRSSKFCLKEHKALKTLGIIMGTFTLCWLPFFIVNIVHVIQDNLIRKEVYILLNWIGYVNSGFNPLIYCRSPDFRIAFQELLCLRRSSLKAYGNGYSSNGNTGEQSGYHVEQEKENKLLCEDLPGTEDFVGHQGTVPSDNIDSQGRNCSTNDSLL
An asterisk follows results filed as active; ? = inconclusive; . = not tested or not shown; [ ] = remark or other dose. Unless noted, calls come from the whole dose curve; as a rule, active = well fitted curve in the direction sought with a large enough effect; inconclusive = small, poorly fitted or top-dose-only effect, or another doubt; inactive = no such curve, though single readings can be large; an effect the other way counts as inactive or inconclusive.

SMILES	uPA generation	USP2a inh	TSG101-PTAP inh	Tb PFK inh	TCR act	Mito fusion act	TSHR antag	Eya2 inh	ELG1 DNA repair	Chronic BCR inh	B2AR arrestin
Cc1cc(-c2nn(-c3ccccc3F)cc2CN2CCCC(O)C2)c(C)s1 (configuration not stated)	14.2%	1.0%	0.8%	5.0%	-6.8%	-6.0%	-11.8	-6.9%	-14.4%	1.7%	-0.7%
C=CCNc1nc(N)c([N+](=O)[O-])c(NCCO)n1	-5.8%	2.2%	-1.0%	2.1%	-4.7%	-0.1%	-0.6	4.5%	?	5.2%	-0.3%
COC(=O)c1[nH]c2cc(OC)c(OC)cc2c1NC(=O)Oc1ccccc1	7.4%	1.5%	1.4%	-0.7%	7.0%	0.2%	-23.9	0.7%	13.1%	?	0.0%
COc1ccc(NC(=O)O/N=C/c2ccc(Br)cc2)cc1	-3.6%	-1.4%	-5.8%	-8.7%	7.3%	2.5%	-4.9	-3.8%	16.3%	-5.8%	-0.1%
COc1ccc(-n2c(SCC(=O)Nc3ccc4c(c3)OCO4)nc3ccccc3c2=O)cc1	.	0.7%	-6.6%	0.1%	-1.6%	12.1%	-3.5	4.6%	-29.5%	7.0%	-1.9%
Oc1[nH]c2ccccc2c1N=Nc1ncnc2c1oc1ccccc12	.	-1.4%	.	-6.7%	.	2.7%	-2.8	?	14.6%	-16.6%	0.4%
O=C(CNC(=O)c1ccc(Br)cc1)NCc1cccnc1	2.2%	-1.5%	-4.4%	1.3%	-6.8%	-1.5%	-0.9	-1.1%	5.5%	-17.0%	-0.4%
CCC(C(=O)OCC(=O)NC(=O)c1ccccc1)c1ccccc1 (configuration not stated)	6.0%	1.4%	-0.3%	-0.5%	18.1%	6.0%	41.4	8.4%	-0.5%	?	-0.2%
Cn1cnc2cc(NCc3ccc(Cl)cc3)ccc21	0.6%	-2.3%	-6.3%	1.2%	6.3%	3.2%	0.2	-0.1%	?	3.4%	-0.3%
O=C1CN(C(=O)N[C@@H](Cc2ccccc2)C(=O)N[C@@H](C(=O)O)c2ccccc2)c2ccccc2N1	-3.8%	1.9%	-5.5%	-3.0%	3.6%	9.4%	1.7	-8.3%	7.7%	0.5%	0.2%
Cc1cc(C)n2c(SCC(=O)NC3CCCCC3C)nnc2n1 (configuration not stated)	-9.0%	1.7%	-5.4%	-2.6%	-17.4%	6.4%	-1.8	-2.3%	0.3%	4.2%	-0.7%
Cc1ccccc1C(=O)Nc1ccnn1C1CCN(Cc2cnn(C)c2)CC1	20.0%	1.3%	.	-1.0%	-1.4%	0.6%	0.0	6.5%	2.4%	6.1%	-0.2%
CCc1nn(CC(=O)N2CC(C)CC(C)C2)c(=O)c2cccn12 (configuration not stated)	-11.5%	1.4%	-7.6%	-1.3%	-1.7%	5.1%	-7.8	2.3%	-0.3%	-0.3%	0.6%
Cc1ccccc1Nc1nc(-c2cccnc2)cs1	?	0.1%	-0.1%	1.0%	5.2%	-1.9%	-8.5	-2.7%	?	?	-0.1%
O=C(CSc1ncccc1-c1nc2ccccc2[nH]1)Nc1ccc2c(c1)OCCO2	3.5%	?	-2.5%	0.9%	0.5%	-0.2%	-11.4	-1.7%	-13.6%	?	-0.8%
Cc1cc(C)nc(N2CCCC(C(=O)NCc3ccccc3)C2)n1 (configuration not stated)	2.0%	-2.7%	-0.7%	-2.9%	-1.2%[46.1 µM]	2.9%	4.3	-6.1%	-1.4%	6.1%	0.0%
c1ccc(-c2ccccc2OCCOCCN2CCNCC2)cc1	4.8%	-0.7%	0.1%	-7.5%	1.4%	-5.1%	3.8	-2.1%	2.6%	0.1%	-0.3%
CCOC(=O)c1c(N2CCN(c3ccccc3)CC2)cc(C)nc1C	-18.7%	0.2%	-2.0%	2.1%	1.7%	-1.8%	2.0	3.8%	-6.2%	-8.5%	0.0%
CC(OC(=O)c1ccc2c(=O)n3c(nc2c1)CCCCC3)C(=O)Nc1ncc(Cl)cc1Cl (configuration not stated)	-4.0%	-0.1%	1.0%	2.0%	-1.0%[46.1 µM]	-3.3%	4.5	-1.4%	-1.3%	0.6%	-1.4%
Cc1cc(C)cc(NC(=O)CC23CC4CC(C2)CC(n2nnc(C)n2)(C4)C3)c1	1.1%	-1.1%	-0.3%	-0.5%	-10.0%[46.1 µM]	-6.6%	-31.7	-12.7%	?	12.7%	?
CNC(=O)Nc1cc(C)nn1C	-22.2%	1.9%	-1.4%	5.5%	-3.0%	3.4%	24.6	19.6%	13.0%	?	10.6%
COc1ccc(NC(=O)Nc2cccc3ccccc23)cc1S(N)(=O)=O	-5.4%	1.7%	-1.7%	1.1%	-4.1%	11.9%	-1.5	-7.5%	-5.5%	?	-0.4%
CC(C)NCC(O)Cn1c2c(c3ccccc31)CCc1c-2cnn1-c1ccccc1 (configuration not stated)	-4.4%	2.5%	-6.1%	1.0%	-2.0%	-7.7%	2.3	0.8%	?	14.5%	0.9%
Cc1cccc(NC(=O)C(=O)NCc2ccccn2)c1	0.5%	-0.3%	-7.3%	1.2%	-0.8%	2.8%	13.9	4.6%	?	?	0.3%
CCCCSC1=C(C#N)C(c2ccccc2C)C(C(=O)OCC)C(=O)N1 (configuration not stated)	1.6%	1.7%	-5.6%	2.9%	1.6%	8.3%	-14.3	-6.9%	?	?	0.0%
Cc1cccc(N2CCN(S(=O)(=O)c3ccc4c(c3)CCC(=O)N4)CC2C)c1 (configuration not stated)	.	-0.7%	1.8%	-6.0%	3.5%	4.2%	3.6	-7.8%	21.7%	7.0%	-0.3%
COc1ccccc1C(=O)NCCC(=O)N(C)CC(=O)Nc1ccc(N2CCOCC2)cc1	-0.5%	-2.6%	2.0%	-1.2%	1.2%	-1.7%	0.4	-12.5%	10.8%	1.4%	0.1%
O=C(c1ccc2c(c1)OCO2)C1CCCN(C(=O)C2CCOCC2)C1 (configuration not stated)	1.2%	0.4%	0.2%	2.4%	-4.3%	-2.1%	-5.0	-1.2%	10.4%	-21.6%	2.1%
C=C1CCN([C@H](C(=O)OCc2cccc(C)c2)C(C)C)S(=O)(=O)c2ccccc21	?	3.2%	-1.5%	0.5%	-1.2%	-76.0%[inhibitor]	-3.4	-8.2%	-0.5%	?	-0.1%
CN1CCN(CC(=O)Nc2nc(-c3ccccc3)cs2)CC1	1.8%	1.9%	-1.9%	1.2%	3.3%	-1.1%	26.3	10.4%	?	?	-0.4%
COCCNc1nc2c(S(=O)(=O)c3cc(C)ccc3C)nnn2c2ccccc12	1.0%	-5.9%	0.2%	1.7%	1.0%	-1.0%	8.9	4.8%	?	15.2%	0.1%
COc1ccc(OCCC(=O)OCC(=O)NCc2ccco2)cc1	-1.7%	-3.0%	-0.1%	?	-2.7%	2.2%	11.8	-11.6%	10.1%	?	-1.0%
Cc1ccc(NS(=O)(=O)c2ccc(CCC(=O)O)cc2)cc1	.	-4.5%	0.5%	-0.4%	-2.4%	-1.4%	4.0	11.8%	?	4.9%	-0.8%
CCN(CC)C1=NS(=O)(=O)c2cc([N+](=O)[O-])ccc21	2.1%	1.6%	-5.9%	-6.7%	-0.8%	-3.2%	-10.4	-12.3%	-17.5%	5.4%	0.0%
CCOC(=O)c1cc2c(=O)n3ccccc3nc2n(Cc2ccco2)c1=NC(=O)c1ccc(OC)cc1	13.2%	-2.4%	-5.5%	2.9%	2.2%	13.0%	-22.2	4.0%	?	3.4%	-0.2%
COc1ccc(-c2[nH]ncc2CNCCCSC)cc1F	-4.6%	0.2%	1.5%	2.4%	1.1%	-1.4%	-4.3	?	-2.7%	-1.8%	-0.2%
CN1C(=O)[C@H]2[C@@H](C3CC3)N3C(=O)CN(CCO)C(=O)[C@@]3(Cc3ccccc3)[C@H]2C1=O	16.6%	1.0%	-4.4%	-3.6%	2.8%	-2.3%	5.6	7.6%	2.0%	-6.1%	-0.6%
